# CSN inh: CSN deneddylation inhibition; 360,000 compounds, 0.38% hits; inhibition, % at 12.5 µM; Purified CSN, SCF-Nedd8-OG deneddylation, fluorescence polarization;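 active means pattern-corrected inhibition above about 35%, with an unprinted fluorescence ratio check between 0.5 and 1.5, limit read from the data, passing the limit was not always enough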;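 further: 0% = enzyme with substrate and 100% = substrate without enzyme; some results filed as inactive read as strong as hits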
#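 Assay system: purified human Csn5 enzyme expressed in HEK293T cells; measure: % inhibition; also added: SCFSkp2-Nedd8OG substrate at 10 nM final; technique: fluorescence polarization; times: reaction 90 min, room temperature; medium: Tris buffer pH 7.5, NaCl, DTT, Tween-20, trehalose, ovalbumin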
# Rpn11 inh: blocks the human proteasome subunit Rpn11. O00487. human 26S proteasome, Ub4-pepOG fluorescence polarization; 20S core pre-blocked with epoxomicin. calls only at 20 µM. 360,000 compounds, 0.59% hits. AID 588493;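 active means inhibition at 20 µM, scaled to each plate's controls, above about 33%, limit read from the data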
# Target sequence (O00487 whole entry, looked up): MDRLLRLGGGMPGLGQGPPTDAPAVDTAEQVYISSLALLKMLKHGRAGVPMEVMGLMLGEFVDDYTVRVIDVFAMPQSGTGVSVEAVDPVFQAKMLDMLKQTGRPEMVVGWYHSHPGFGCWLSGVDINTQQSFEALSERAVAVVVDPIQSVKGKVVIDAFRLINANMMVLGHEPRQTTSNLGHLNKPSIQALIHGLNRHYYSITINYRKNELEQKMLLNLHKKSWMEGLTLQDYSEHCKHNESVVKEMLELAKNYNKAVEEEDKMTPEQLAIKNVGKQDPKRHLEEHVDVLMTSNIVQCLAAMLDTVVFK
# Tb MetRS inh: blocks T. brucei methionyl-tRNA synthetase activity; AID 624268; purified T. brucei MetRS, ATP depletion, Kinase-Glo luminescence; inhibition, % at 11.9 µM; 360,000 compounds, 0.4% hits;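 active means inhibition above a per-plate cutoff of the control wells' mean inhibition plus 3 SD, cut at about 5.5% in these data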;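 further: 0% = DMSO wells median and 100% = median of wells with control inhibitor compound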
#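 Material: T. brucei methionyl-tRNA synthetase, purified; reagent: substrates ATP, L-methionine and bulk Escherichia coli tRNA; dosing: 11.9 µM single point; timing: 15 min plus 2 h at 25 °C; detection: luminescence of leftover ATP; evaluation: % inhibition; control set: DMSO-only wells as low control; replicates: singlicate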
# NadD block: blocks S. aureus nicotinate mononucleotide adenylyltransferase. inhibition, % at 20 µM. purified NadD enzyme, colorimetric absorbance read-out. 360,000 compounds, 0.78% hits; in the data active means inhibition above about 26%; further: some compounds past the cut are filed as inactive
# LMPTP block: blocks human LMPTP phosphatase; AID 651560; recombinant LMPTP-A, OMFP fluorogenic substrate, fluorescence intensity; P24666; 360,000 compounds, 0.22% hits; inhibition, % at 20 µM;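 active means compounds that cut the enzyme signal by at least half of the control window in the single-dose screen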;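 further: plate controls were DMSO wells with enzyme plus substrate for no effect and substrate without enzyme for full effect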
#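 Assay system: LMPTP-A enzyme. Input: 0.625 nM LMPTP-A final. Probe or stimulus: 400 µM OMFP. Compound dosing: single 20 µM dose. Schedule: 50 min dark incubation at room temperature. Detection: fluorescence intensity of OMFP turnover product. Read-out: percent inhibition versus substrate-only and uninhibited controls. Benchmarks: no-enzyme low control, uninhibited high control.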
# MsrA inhibitor: bovine MsrA inhibition. 360,000 compounds, 0.75% hits. purified bovine MsrA, absorbance read-out. inhibition, % at 15.5 µM; in the data active means inhibition above about 4.5%;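 further: 0% = vehicle wells with enzyme and 100% = reference inhibitor wells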
# Scp1 inh: Scp-1 (human) phosphatase inhibition | Q9GZU7 | Recombinant Scp1, phosphopeptide, malachite green phosphate absorbance | inhibition, % at 20 µM | 340,000 compounds, 0.88% hits | AID 493091;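 active means inhibition above about 50% at 20 µM, limit read from the data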;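 further: plate controls were DMSO wells with enzyme for no effect and wells lacking enzyme for full effect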
# Target sequence (Q9GZU7 76-261 limits assumed): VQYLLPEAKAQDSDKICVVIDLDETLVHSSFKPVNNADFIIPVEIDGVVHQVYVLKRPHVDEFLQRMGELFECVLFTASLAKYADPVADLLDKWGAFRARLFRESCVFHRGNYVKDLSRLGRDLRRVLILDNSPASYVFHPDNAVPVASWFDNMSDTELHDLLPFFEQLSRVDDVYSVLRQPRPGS
#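 Assay system: SCP-1 catalytic fragment, aa 76-261 | Buffer or medium: Tris acetate buffer pH 5.5 with MgCl2 and Tween-20 | Compound: One concentration, 20 µM, with 1.0% DMSO | Also added: Phospho 17-mer peptide substrate | Signal: Absorbance at 630 nm | Incubation: 45 min enzyme reaction at room temperature | Measure: % inhibition of SCP-1 phosphate liberation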
# DNMT1 block: blocks human DNA methyltransferase DNMT1 | P26358 | DNMT1 molecular beacon, Hinp1I cleavage, fluorescence | inhibition (reported as % activation of signal), % at 10 µM | 360,000 compounds, 0.83% hits; in the data active means inhibition above about 50%
# SUMO1-SIM PPI: alters human SUMO1 binding to SIM partners; P63165; SUMO1 binding to a labelled peptide, TR-FRET, 1 h; inhibition, % at 20 µM; 360,000 compounds, 0.33% hits; in the data active means inhibition above about 37%
# STEP block: inhibitors of human striatal-enriched phosphatase STEP. inhibition, % at 20 µM. AID 588621. 360,000 compounds, 0.25% hits. recombinant STEP, OMFP fluorogenic substrate, fluorescence;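 active means inhibition at 20 µM, scaled per plate between control wells, above about 37%, limit read from the data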;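 further: 0% = DMSO with enzyme and substrate and 100% = substrate only without enzyme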
# Target sequence (P54829 whole entry, looked up): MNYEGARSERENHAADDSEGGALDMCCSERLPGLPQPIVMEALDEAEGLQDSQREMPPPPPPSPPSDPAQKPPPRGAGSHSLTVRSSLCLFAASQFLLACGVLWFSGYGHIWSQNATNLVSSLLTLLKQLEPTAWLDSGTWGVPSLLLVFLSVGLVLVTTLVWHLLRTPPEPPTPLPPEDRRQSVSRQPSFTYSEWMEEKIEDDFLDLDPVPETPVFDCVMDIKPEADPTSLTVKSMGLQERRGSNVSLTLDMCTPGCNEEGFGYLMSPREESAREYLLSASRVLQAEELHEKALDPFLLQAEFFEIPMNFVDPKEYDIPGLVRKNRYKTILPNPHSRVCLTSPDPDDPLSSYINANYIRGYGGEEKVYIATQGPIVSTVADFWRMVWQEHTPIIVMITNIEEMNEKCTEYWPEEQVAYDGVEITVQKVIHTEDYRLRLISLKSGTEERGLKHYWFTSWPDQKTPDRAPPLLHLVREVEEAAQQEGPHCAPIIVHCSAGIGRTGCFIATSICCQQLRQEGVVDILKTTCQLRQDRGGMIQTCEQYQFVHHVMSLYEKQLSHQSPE
#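 Assay system: isolated STEP enzyme / Timing: 20 min at room temperature, dark / Doses: 20 µM, 1% DMSO / Technique: fluorescence intensity, excitation 480 nm, emission 540 nm / Reagent: fluorogenic phosphatase substrate OMFP at 25 µM final / Measure: percent inhibition scaled to no-enzyme and uninhibited-enzyme controls, plate-pattern corrected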
# The depositor's hits bear a star; i = inactive; / = not tested or not shown. Compounds were not picked by outcome, and some 3.9% of all compounds hit somewhere here.
(1) COC(=O)c1cc(C(C)=O)n2ccccc12
(2) O=C(Nc1ccc(O)cc1)c1ccc2c(c1)C(=O)N(Cc1cccnc1)C2=O
(3) COC(=O)CNS(=O)(=O)c1ccc(Cc2ccc(S(=O)(=O)NCC(=O)OC)cc2)cc1
(4) N/N=C(\c1ccccc1)c1cc(Br)ccc1N
(5) O=C(Nc1ccccc1)c1ccc(S(=O)(=O)NCc2ccco2)cc1
(6) COc1ccc(-n2nc(C(=O)NCC(=O)NC3CCCCC3)c3ccccc3c2=O)c(OC)c1
(7) CC(=O)Nc1ccc(C(=O)NN2C(=O)NC3(CCCCC3)C2=O)cc1
(8) Cc1ccc(/C(N)=N/OC(=O)c2cccc(F)c2)cc1
assay / entry,1,2,3,4,5,6,7,8
CSN inh,-0.6,-2.0,2.6,-0.6,3.9,3.5,5.5,1.6
Rpn11 inh,i,i,i,i,i,i,i,i
Tb MetRS inh,-1.5,-0.4,-0.3,-1.9,0.4,0.0,-0.3,0.5
NadD block,-4.1,7.2,-4.9,-2.2,-1.0,2.6,0.2,-4.3
LMPTP block,-2.1,2.8,0.3,2.9,-1.7,-0.5,-0.8,0.9
MsrA inhibitor,4.0,0.9,/,0.9,0.7,-0.7,0.3,0.2
Scp1 inh,-9.3,-8.3,-2.0,-13.9,-1.2,-9.8,-2.8,21.4
DNMT1 block,2.7,1.5,0.1,-16.5,-2.7,2.6,0.0,1.7
SUMO1-SIM PPI,1.4,-23.1,-3.5,1.0,31.5,7.6,-0.3,-1.8
STEP block,1.2,1.2,-0.7,-2.6,3.0,3.1,-0.8,0.0

(9) Cc1ccc(NC(=O)C(=O)NCC2CCCN2S(=O)(=O)c2cccs2)cc1 (configuration not stated)
(10) S=c1[nH]nc(Cc2cccc3ccccc23)o1
(11) Cc1nonc1NC(=O)CSc1nnnn1-c1ccccc1
(12) O=C(NCc1ccccc1)C1=C[C@H](c2ccc(Br)cc2)C[C@H](OCCCCO)O1
(13) COCCOC(=O)c1sc2nc[nH]c(=O)c2c1C
(14) Cc1cc(CN2C(=O)c3ccccc3C2=O)no1
(15) COc1cc(OC)c(C(=O)OCC(=O)NC2CCCCCCC2)cc1OC
(16) C[C@H](CO)N1C[C@H](C)[C@@H](CN(C)C(=O)C2CCOCC2)Oc2ncc(Br)cc2C1=O
assay / entry,9,10,11,12,13,14,15,16
CSN inh,0.7,-4.5,7.7,0.1,-4.6,-2.7,0.1,-3.8
Rpn11 inh,i,i,i,i,i,i,i,i
Tb MetRS inh,-0.3,-0.2,-1.0,0.1,-0.1,-1.7,-0.3,-0.3
NadD block,-4.8,0.2,-2.1,-1.3,-4.7,-0.5,-5.3,-3.3
LMPTP block,0.2,-0.9,0.6,1.5,-1.2,-0.6,-2.6,-2.3
MsrA inhibitor,-0.1,1.0,0.3,0.2,-0.3,-1.5,1.4,0.3
Scp1 inh,-9.0,6.5,-3.4,-4.9,3.1,2.4,-13.3,/
DNMT1 block,-0.9,-3.6,4.6,-11.4,-1.1,2.8,-2.9,0.1
SUMO1-SIM PPI,4.1,2.1,1.2,-6.6,2.0,-4.5,0.0,-1.5
STEP block,-2.7,3.5,-6.1,-1.7,3.0,0.7,0.9,-1.8

(17) C#CC(C)(C)NC(=O)c1sccc1Oc1ccc(F)cc1[N+](=O)[O-]
(18) O=C(CSc1nc2cc(Cl)ccc2s1)N1CCCc2ccccc21
(19) CC(C)CC(=O)NCCCN1CCN(CCCNC(=O)CC(C)C)CC1
(20) CCCCCN(C(=O)NC(=O)Nc1ccc(C)cc1C)S(C)(=O)=O
(21) CS(=O)(=O)c1ccc(Cl)c(NC(=O)c2cccc(Br)c2)c1
(22) C[C@H](CCC(=O)OCc1cn(CC(=O)c2ccc(O)cc2)nn1)C1CC[C@H]2[C@@H]3CC[C@@H]4C[C@H](O)CC[C@]4(C)[C@H]3C[C@H](O)[C@]12C (some centres not stated)
(23) Nc1nnnn1CC(=O)N/N=C/c1ccc(-c2cccc(Cl)c2)o1
(24) Cn1nnnc1Sc1ncnc2scc(-c3ccsc3)c12
assay / entry,17,18,19,20,21,22,23,24
CSN inh,0.0,4.1,3.0,5.5,-0.1,2.7,1.6,-3.5
Rpn11 inh,i,i,i,i,i,i,i,i
Tb MetRS inh,-0.2,-1.0,-0.5,0.0,-1.2,0.6,0.0,0.4
NadD block,-2.5,-7.6,-1.1,-1.8,-4.2,20.6,2.1,-2.4
LMPTP block,-0.2,4.8,-3.9,1.4,-0.6,2.5,-0.5,-1.5
MsrA inhibitor,0.4,-0.1,-0.5,-1.1,2.0,-0.9,5.4*,0.0
Scp1 inh,-5.0,-13.5,-7.0,10.1,0.6,-16.7,-1.3,-8.1
DNMT1 block,1.0,-0.6,-2.0,10.4,7.4,-40.0,14.9,1.8
SUMO1-SIM PPI,-15.9,-0.3,-0.7,-0.1,2.0,6.0,-7.1,4.4
STEP block,0.7,-0.5,-4.2,-0.5,-2.3,-5.6,-0.9,2.8

(25) Cc1ccc2c(c1)C1CN(C)CCC1N2C(=O)COc1ccc(N(C)C(=O)c2ccccc2)cc1 (configuration not stated)
(26) CCn1c(SCC(=O)N2CCCC2)nnc1-c1ccco1
(27) CC1=C(C(=O)N(C)C)CC(CC(=O)NCCCCc2ccccc2)C(=O)N1Cc1ccc(C(C)(C)C)cc1 (configuration not stated)
(28) O=C(O)c1ccccc1NCCO
(29) COC(=O)Cc1ccc(NC(=O)c2ccc(C(C)(C)C)cc2)cc1
(30) Cc1ccc(S(=O)(=O)N2CCCCC2)cc1NC(=O)CCNC(=O)c1ccc([N+](=O)[O-])cc1
(31) O=S(=O)(c1ccc(Nc2ccc(-c3ccc4c(c3)OCCO4)nn2)cc1)N1CCCC1
(32) COC(=O)[C@]12CCCCC=C1N(Cc1cccc3ccccc13)C(=O)[C@H](CC(=O)N1CCN(C(=O)c3ccco3)CC1)C2
assay / entry,25,26,27,28,29,30,31,32
CSN inh,5.9,0.9,-1.0,0.7,0.3,-4.0,0.4,0.3
Rpn11 inh,i,i,i,i,i,i,i,/
Tb MetRS inh,-0.7,-0.3,-0.6,-0.1,-0.6,-0.1,-1.1,-0.2
NadD block,-5.4,-6.0,4.0,9.2,-6.2,0.7,18.0,3.6
LMPTP block,-1.0,0.2,1.1,-1.2,0.0,-0.5,0.3,0.2
MsrA inhibitor,-0.1,-0.8,0.1,0.4,1.0,0.5,1.7,-1.3
Scp1 inh,-3.2,1.8,/,-4.4,-8.6,-2.7,7.1,/
DNMT1 block,-3.3,0.9,-3.3,-0.4,-4.1,-8.2,-4.6,/
SUMO1-SIM PPI,-3.8,3.5,-0.9,1.8,0.6,-26.8,1.6,1.1
STEP block,0.5,-3.7,2.9,-2.9,-1.0,-1.3,-2.4,/

# Structures above printed as active in MsrA inhibitor.
(23) Nc1nnnn1CC(=O)N/N=C/c1ccc(-c2cccc(Cl)c2)o1
assay / entry,23
CSN inh,1.6
Rpn11 inh,i
Tb MetRS inh,0.0
NadD block,2.1
LMPTP block,-0.5
MsrA inhibitor,5.4*
Scp1 inh,-1.3
DNMT1 block,14.9
SUMO1-SIM PPI,-7.1
STEP block,-0.9

# More records follow.
(33) CCOc1ccc(N2C(=O)/C(=C/c3ccccc3)N=C2SC)cc1
(34) C=CCSc1nnc(NC(=O)CCNC(=O)c2ccco2)s1
(35) CCOC(=O)Cc1nc2ccccc2[nH]1
(36) COC(=O)c1ccc(CN2CCN(CCCc3ccccc3)C(CCO)C2)cc1 (configuration not stated)
(37) O=C(NC1CCCC1)c1cnn2c(C(F)(F)F)cc(-c3ccc4c(c3)OCO4)nc12
(38) Cc1cc(C(O)c2ncc(-c3ccccc3F)[nH]2)ccc1F (configuration not stated)
(39) CCN(CC)C(=O)[C@H]1C[C@H](CC(=O)NCc2cccc(C(F)(F)F)c2)C(=O)N2CCc3c([nH]c4cc(-c5ccco5)ccc34)[C@]12C
(40) Cc1ccc2[nH]c(=O)c(C(c3nnnn3C(C)(C)C)N(Cc3ccco3)CC3CCCO3)cc2c1 (configuration not stated)
assay / entry,33,34,35,36,37,38,39,40
CSN inh,-0.5,0.2,3.1,-2.9,21.6,-2.5,10.2,-0.5
Rpn11 inh,i,i,i,i,/,i,i,i
Tb MetRS inh,-0.1,0.4,0.8,-0.7,-0.5,-0.1,-0.9,0.6
NadD block,-4.4,0.6,-1.7,-5.0,-1.2,-0.5,23.5,-1.9
LMPTP block,-0.5,-1.8,-1.4,-1.7,1.5,-0.1,6.9,-0.5
MsrA inhibitor,-0.1,-0.4,0.9,1.3,/,-0.1,/,1.5
Scp1 inh,-5.6,-0.8,-6.5,-2.1,-5.2,/,-0.1,-4.0
DNMT1 block,-0.7,0.5,1.2,0.0,51.5*,-0.8,-39.6,-2.6
SUMO1-SIM PPI,-3.0,3.2,-1.3,2.4,-2.2,-3.2,1.2,-4.0
STEP block,-1.3,0.1,-0.5,12.0,-1.1,0.2,2.2,0.8

(41) CN(C)c1nc2n(c(=O)n1)C(C#N)CS2 (configuration not stated)
(42) COc1cc(C(=O)N2CCN=C2c2ccccc2)cc(OC)c1OC
(43) COC(=O)c1ccc(N2CCN(C)CC2)c(NC(=O)c2sc3ccccc3c2Cl)c1
(44) CC(Sc1nnc(-c2ccc(C(C)(C)C)cc2)n1C)C(N)=O (configuration not stated)
(45) O=C(Nc1cccc(Cl)c1)N1CCOCC1
(46) CC(C)(C)NS(=O)(=O)c1ccc(CCC(=O)NCc2ccccn2)cc1
assay / entry,41,42,43,44,45,46
CSN inh,5.8,0.9,-2.5,-2.8,-1.3,-1.6
Rpn11 inh,i,i,i,i,i,i
Tb MetRS inh,-0.8,-0.5,-0.5,-0.1,-0.9,-0.6
NadD block,-5.3,-0.8,5.8,-0.8,-0.6,-3.7
LMPTP block,-0.4,-0.9,25.2,-1.7,0.2,-1.1
MsrA inhibitor,0.4,-1.1,-0.7,0.3,1.1,-1.1
Scp1 inh,-2.0,-7.4,10.5,-4.3,1.3,-6.2
DNMT1 block,2.9,-3.6,-17.8,-1.0,-0.6,-2.4
SUMO1-SIM PPI,1.8,-2.4,-29.6,-3.2,0.8,3.8
STEP block,-6.1,-10.5,3.2,-1.8,-2.1,4.7
